# Anthrax LF inh2 – blocks Bacillus anthracis lethal factor protease; inhibition, % at 10 µM; 360,000 compounds, 0.12% hits; multiplex microsphere protease cleavage assay, LF; P15917; AID 588501; note: plate controls were buffer without enzyme for full effect and enzyme alone for no effect
# TcdB inh – inhibitors of Clostridioides difficile toxin B glycohydrolase; AID 652162; TcdB glycohydrolase enzymatic assay, plate reader; P18177; 350,000 compounds, 0.24% hits; inhibition, % at 9.99 µM; in the data active = inhibition above about 10%
# Target sequence (P18177 whole entry, looked up): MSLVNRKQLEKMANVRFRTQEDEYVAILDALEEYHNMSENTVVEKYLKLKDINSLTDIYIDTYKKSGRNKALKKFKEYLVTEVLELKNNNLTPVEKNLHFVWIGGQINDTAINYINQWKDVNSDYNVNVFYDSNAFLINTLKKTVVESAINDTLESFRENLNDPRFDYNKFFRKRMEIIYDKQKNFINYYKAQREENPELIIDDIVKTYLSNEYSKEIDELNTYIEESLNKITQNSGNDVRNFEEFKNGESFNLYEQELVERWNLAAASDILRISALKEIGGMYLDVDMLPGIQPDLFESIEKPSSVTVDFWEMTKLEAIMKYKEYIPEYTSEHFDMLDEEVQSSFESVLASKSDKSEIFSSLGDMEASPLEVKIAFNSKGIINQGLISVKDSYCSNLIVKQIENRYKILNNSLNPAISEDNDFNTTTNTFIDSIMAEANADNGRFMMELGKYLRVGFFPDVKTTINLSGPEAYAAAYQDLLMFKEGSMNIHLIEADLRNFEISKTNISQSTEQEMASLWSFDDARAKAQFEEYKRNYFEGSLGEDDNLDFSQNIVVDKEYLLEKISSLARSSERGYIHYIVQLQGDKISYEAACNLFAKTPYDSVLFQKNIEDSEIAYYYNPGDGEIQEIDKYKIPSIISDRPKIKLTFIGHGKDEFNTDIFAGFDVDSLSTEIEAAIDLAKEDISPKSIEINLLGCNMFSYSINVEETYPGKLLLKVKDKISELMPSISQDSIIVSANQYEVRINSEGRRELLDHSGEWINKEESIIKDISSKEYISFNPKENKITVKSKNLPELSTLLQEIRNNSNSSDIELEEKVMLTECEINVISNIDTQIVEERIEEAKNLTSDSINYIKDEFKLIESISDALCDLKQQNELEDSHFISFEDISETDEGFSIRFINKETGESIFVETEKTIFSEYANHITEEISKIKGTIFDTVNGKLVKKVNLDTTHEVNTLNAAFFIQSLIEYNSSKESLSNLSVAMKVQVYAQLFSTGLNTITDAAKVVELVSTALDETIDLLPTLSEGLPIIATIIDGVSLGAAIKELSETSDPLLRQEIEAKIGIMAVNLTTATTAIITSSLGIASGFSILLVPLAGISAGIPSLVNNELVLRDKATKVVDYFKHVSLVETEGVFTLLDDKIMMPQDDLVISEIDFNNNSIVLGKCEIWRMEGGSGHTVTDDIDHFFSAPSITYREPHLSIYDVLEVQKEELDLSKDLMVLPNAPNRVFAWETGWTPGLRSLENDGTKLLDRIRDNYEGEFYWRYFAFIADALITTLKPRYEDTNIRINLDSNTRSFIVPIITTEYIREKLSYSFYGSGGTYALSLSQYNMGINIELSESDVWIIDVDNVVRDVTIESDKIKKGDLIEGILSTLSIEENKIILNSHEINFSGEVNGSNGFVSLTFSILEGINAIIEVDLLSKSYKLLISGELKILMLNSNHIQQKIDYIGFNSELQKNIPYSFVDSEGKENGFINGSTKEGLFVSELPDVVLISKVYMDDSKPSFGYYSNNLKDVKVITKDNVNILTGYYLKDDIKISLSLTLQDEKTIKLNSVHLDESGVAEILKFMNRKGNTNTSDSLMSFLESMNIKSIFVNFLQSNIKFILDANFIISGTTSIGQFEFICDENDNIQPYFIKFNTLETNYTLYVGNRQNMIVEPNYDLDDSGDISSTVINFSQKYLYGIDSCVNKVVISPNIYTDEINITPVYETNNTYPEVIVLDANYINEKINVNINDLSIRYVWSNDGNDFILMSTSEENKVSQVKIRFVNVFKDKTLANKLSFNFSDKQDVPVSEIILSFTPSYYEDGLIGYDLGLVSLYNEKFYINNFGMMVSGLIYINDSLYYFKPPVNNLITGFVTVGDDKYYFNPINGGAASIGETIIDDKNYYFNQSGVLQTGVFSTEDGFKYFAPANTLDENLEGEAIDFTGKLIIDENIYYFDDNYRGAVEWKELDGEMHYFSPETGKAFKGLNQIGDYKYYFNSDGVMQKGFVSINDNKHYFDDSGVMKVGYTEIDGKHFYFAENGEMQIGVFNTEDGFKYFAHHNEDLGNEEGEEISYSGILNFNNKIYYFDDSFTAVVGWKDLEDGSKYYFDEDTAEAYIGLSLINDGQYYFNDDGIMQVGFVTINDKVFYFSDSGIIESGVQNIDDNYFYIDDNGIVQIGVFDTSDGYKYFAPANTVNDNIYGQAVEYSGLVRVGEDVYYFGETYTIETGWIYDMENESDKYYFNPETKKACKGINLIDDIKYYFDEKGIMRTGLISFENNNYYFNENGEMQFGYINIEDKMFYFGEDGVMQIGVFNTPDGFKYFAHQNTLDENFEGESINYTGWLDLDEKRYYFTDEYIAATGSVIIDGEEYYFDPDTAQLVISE
# SARS 3CLpro inh – SARS-CoV 3CLpro protease inhibition; inhibition, % at 6 µM; recombinant SARS-CoV 3CLpro, quenched FRET peptide cleavage; P0C6X7; 290,000 compounds, 0.14% hits; AID 1706; in the data active = inhibition above about 12%
# Vc quorum ag – induces V. cholerae light production without autoinducers | V. cholerae BH1578 lux reporter, luminescence, 6 h | activation, % at 18.7 µM | 350,000 compounds, 0.16% hits | AID 588436; in the data active = activation mostly above about 9.7%, no sharp cut-off; note: not every result past the cut was called active; inactives centre near 0; reference of the scale not given here
# PfHsp40 rescue – rescue of PfHsp40-mediated yeast toxicity. S. cerevisiae expressing PfHsp40, growth rescue, ATP luminescence. growth rescue, % at 12.5 µM. 340,000 compounds, 0.68% hits; in the data active = growth rescue above about 28%, passing the limit was not always enough;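 note: yeast W303a lacking pdr1 and pdr3 grown in galactose medium; growth measured after three days at 30 °C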
# BoNT-A LC inh2 – blocks Botulinum neurotoxin A light chain protease; multiplex microsphere protease substrate cleavage, flow cytometry; AID 588499; 360,000 compounds, 0.17% hits; inhibition, % at 10 µM; note: plate controls were buffer without enzyme for full effect and enzyme alone for no effect
# PrPC surface inh – inhibitors of human cell surface prion protein PrPC; P04156; inhibition, % at 13.8 µM; TR-FRET read-out; 370,000 compounds, 0.43% hits; AID 720596; in the data active = inhibition above about 24%; note: 0% = median of the test wells and 100% = reference compound wells
# Y pestis TopoI – blocks Yersinia pestis topoisomerase I activity; activity, % at 10 µM; Y. pestis Topo-I cleavage product accumulation, plate reader; 360,000 compounds, 0.064% hits; in the data active = activity above about 50%, passing the limit was not always enough; note: inactives centre near 2
# PriA SSB inh – blocks PriA binding to SSB C-terminal tail. AlphaScreen SSBct-PriA binding, biotinylated peptide. inhibition, % at 33 µM. 430,000 compounds, 0.6% hits; in the data active = inhibition mostly above about 37%, no sharp cut-off; inactive = mostly below about 20%;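 note: plate controls were negative control peptide for no effect and reference peptide for full effect; strong numbers were not always called active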
# Active calls of the source: *; i = inactive; nt = no result given; & = joins results of further samples; ! = repeats disagree. Cut-off read from the data, not from the text of the source, unless noted: active = inhibition above about 30%; inconclusive = no clear call, values can overlap the other calls; inactive = below that. An excerpt (hit frequency here may not be typical).
SMILES,Anthrax LF inh2,TcdB inh,SARS 3CLpro inh,Vc quorum ag,PfHsp40 rescue,BoNT-A LC inh2,PrPC surface inh,Y pestis TopoI,PriA SSB inh
CCc1ccc(NC(=O)CCNC(=O)N2C[C@H]3C[C@@H](C2)c2cccc(=O)n2C3)cc1,3,1.2,1,-0.4,-0.2,0.6,9,-7,nt
O=S(=O)(c1ccc2ccccc2c1)N1CCNCC1,5,nt,2,0.7,-1.8,0.5,nt,3,7
CCc1ccc(NC(=O)NCCCN2CCCC2=O)cc1,-3,2.3,2,i,-0.2,1.1,3,2,-9
O=C(c1cc(=O)c2ccccc2o1)N1CCN(c2ccccc2F)CC1,0,0.7,5,-2.9,0.3,0.1,1,3,-6
O=S(=O)(c1ccc(Oc2ccc(Br)cc2)cc1)N1CCOCC1,-3,nt,1,i,11,0.2,13,-2,-37
COc1ccc(/C=C/C(=O)NC(=S)NNC(=O)c2c(-c3ccccc3)noc2C)cc1,-2,nt,4,i,-0.8,-1.3,-4,2,1
CN(C)S(=O)(=O)c1ccc(C(=O)NCc2nnc(SCC(=O)NCc3ccco3)o2)cc1,0,0.8,-3,i,0.1,4.9,1,3,6&-7&3
Cc1cc(N2CCN(C(=O)c3ccco3)CC2)c2ccccc2n1,5,0.6,3,i,-1.7,0.2,3,1,-5
CCOC(=O)C1=C(C)NC2=C(C(=O)CCC2)C1c1coc2ccccc2c1=O (stereo unspecified),-2,1.7,3,i,0.7,0.0,4,0,-4
Cc1cccc2c1c1ccc3c(c1n2C)C(=O)C=CC3=O,-28,2.3,-4,-8.3,-0.9,-0.1,0,5,-15
CCOC(=O)C1CCN(c2nc(-c3ccc(C)cc3)nc3ccccc23)CC1,-2,0.9,-1,i,4.0,-5.9,3,28,-23
O=C(COC(=O)c1nc(Cl)ccc1Cl)NNC(=O)c1cccs1,0,1.6,nt,i,-0.6,-3.9,-1,-7,5
O=C1C(Oc2ccccc2)C(c2cccs2)N1Cc1ccc2c(c1)OCO2 (stereo unspecified),-1,nt,-5,i,-2.2,-0.2,-1,-1,-16
O=C(C1CC(=O)N(c2ccc(Cl)cc2)C1)N1CCOCC1 (stereo unspecified),0,-1.1,-2,-0.5,-1.0,0.4,-3,-6,5
Cc1nonc1OCCN1CCN(c2ccc([N+](=O)[O-])cc2)CC1,10,0.3,4,-0.3,-1.4,0.1,-15,7,1
CC(C)(C)c1ccc(C(=O)NCCOc2ccccc2F)cc1,1,3.6,3,-0.3,-0.4,1.5,1,28,-18
O=C1NC(c2cc3c(cc2Cl)OCO3)Oc2ccccc21 (stereo unspecified),-3,nt,-1,i,0.0,0.2,-1,10,-12
Cc1ccc(C)c(NC(=O)c2ccc(OC(=O)c3ccco3)cc2)c1,-1,nt,0,-3.8,2.0,0.2,0,8,-2
O=C(O)c1ccc(CSC2CCCCC2)cc1,-2,-2.5,4,i,4.8,-5.9,5,-3,7
CSc1ncccc1C(=O)NC(C)CCc1ccccc1 (stereo unspecified),14,-6.2,2,i,-0.4,-2.2,2,-3,13
N#CCCn1c(SCC(=O)Nc2ccc(N3CCOCC3)cc2)nc2ccccc21,-1,1.0,-5,2.6,0.0,0.9,5,8,8
O=C(CN1c2cccc3cccc(c23)S1(=O)=O)Nc1cccc(S(=O)(=O)N2CCOCC2)c1,-1,0.4,-1,-0.5,0.2,0.3,-9,19,-16
Cc1ccc(-c2cc(C(=O)NCc3ccccn3)c3ccccc3n2)cc1C,-1,0.2,1,nt,-0.8,0.2,-16,-8,3
N#Cc1nc(-c2cccc(Cl)c2)oc1N1CCC(C(N)=O)CC1,8,0.3,-3,i,-0.8,0.0,-4,2,5
Cc1occc1C(=O)Nc1cccc(Cn2cccn2)c1,0,nt,-2,1.8,3.0,-1.1,-3,12,-2
O=C(Nc1ccc(CN2CCOCC2)cc1)c1ccc(Cl)cc1,-13,2.1,-2,i,0.9,-0.2,6,-7,-8
Cn1cnc(S(=O)(=O)Nc2ccc(C(F)(F)F)cc2)c1,3,nt,5,1.1,-0.1,-0.4,5,3,-17
CC1=C(C(=O)OCc2ccccc2)C(c2ccsc2)NC(=O)N1C (stereo unspecified),-2,1.9,4,0.7,2.3,0.6,11,1,-14
O=C(COC(=O)c1ccc(Br)o1)NCC1CCCCC1,-5,1.5,nt,-2.9,1.5,-0.3,7,10,-15
Cc1ccc2c(c1)sc1nc(=O)n(-c3ccccc3)c(=O)n12,-11,1.1,-4,-0.4,-0.5,-0.6,8,2,-3
CSc1cccc(CN(C)C(=O)C2CCC(=O)N(CCCN3CCCC3=O)C2)c1 (stereo unspecified),-2,1.2,-1,i,-1.6,-0.9,-2,-7,0
Cc1cccc(NC(=O)CCNC(=O)c2ccc(Br)cc2)c1,5,-0.7,2,i,2.4,-1.0,4,9,9
COC(=O)c1cc(NC(=O)C(C)c2ccc(CC(C)C)cc2)ccc1O (stereo unspecified),-4,0.4,6,0.0,2.3,-0.4,18,2,-9
CC(=O)Nc1ccc(NC(=O)C2CCCCN2S(=O)(=O)c2ccc(C(C)(C)C)cc2)cc1 (stereo unspecified),-1,0.7,3,i,-0.4,0.4,10,7,3
COc1cc(N)c(Cl)cc1C(=O)OCC(=O)N1c2ccccc2NC(=O)C1(C)C,2,-0.9,nt,-1.3,1.3,-0.1,5,3,-18
O=C(OCc1nc2ccsc2c(=O)[nH]1)c1cccc(S(=O)(=O)N2CCOCC2)c1,0,2.2,nt,i,0.9,-0.7,4,1,2
COc1ccccc1CNCC(=O)Nc1cc(S(=O)(=O)N2CCCCC2)ccc1C,-2,1.3,nt,-1.2,-1.3,0.0,13,10,7
O=C(CN1CCC(C(=O)c2ccc(Cl)cc2)CC1)NC1CCCC1,6,0.9,-3,i,-0.5,0.8,-7,17,-1
COc1ccccc1Cc1c(-c2ccc(OC)c(OC)c2)nc2c(C)cc(Br)cn12,-6,-0.3,nt,nt,nt,0.3,3,nt,nt
COc1ccccc1C(=O)Nc1ccnn1C1CCN(C/C=C/c2ccccc2)CC1,-2,0.9,-2,i,-1.1,0.7,-14,5,3
O=S(=O)(c1ccc(Br)cc1F)N1CCC(O)CC1,0,2.0,nt,-0.4,1.1,-0.2,1,2,-3
Cc1ccc(C)c(CSC2=NN3CCCC(=O)N=C3S2)c1,-1,-0.2,-4,i,1.6,-0.4,4,21,0
COC(=O)c1ccccc1NC(=O)N1CCc2ccc(NC(=O)c3ccccn3)cc2C1,-4,0.5,7,-1.3,3.1,-0.2,-9,9,-3
c1ccc(Cc2ccc(OCCn3ccnc3)cc2)cc1,-7,1.2,5,-3.8,-0.9,-0.2,8,12,14
O=C(NCCCn1ccnc1)/C(=C\c1cccnc1)NC(=O)c1cccc(Br)c1,-4,nt,5,-0.2,4.7,0.1,-4,-5,18
CCOC(=O)Cc1cc(=O)n2[nH]c(-c3ccc(Cl)cc3)cc2n1,-2,nt,0,i,-0.7,-1.0,0,-2,-5
CCN(CCO)Cc1csc2c(Br)cccc12,4,nt,-6,-0.8,-1.1,1.0,-6,-5,-8
CCCNC(=O)Cn1cnc2sc(C(=O)NCCN(CC)CC)c(C)c2c1=O,-2,nt,-6,i,0.3,-0.1,4,-7,0
CC(=O)c1c(C)n(-c2ccccc2)c2ccc(OCC(O)CN3CCOCC3)cc12 (stereo unspecified),1,1.4,-1,-1.5,-0.6,-0.4,3,13,-6
CCC(C)(C)NS(=O)(=O)c1cc(CN2C(=O)c3cccnc3C2=O)ccc1OC,-10,0.7,-3,i,0.1,1.5,7,-2,-5

# Full records from above. Values in the order: Anthrax LF inh2 | TcdB inh | SARS 3CLpro inh | Vc quorum ag | PfHsp40 rescue | BoNT-A LC inh2 | PrPC surface inh | Y pestis TopoI | PriA SSB inh
# CC(=O)c1c(C)n(-c2ccccc2)c2ccc(OCC(O)CN3CCOCC3)cc12 (stereo unspecified) is listed with 1 | 1.4 | -1 | -1.5 | -0.6 | -0.4 | 3 | 13 | -6
# CCC(C)(C)NS(=O)(=O)c1cc(CN2C(=O)c3cccnc3C2=O)ccc1OC is listed with -10 | 0.7 | -3 | i | 0.1 | 1.5 | 7 | -2 | -5

# Other results follow:
SMILES,Anthrax LF inh2,TcdB inh,SARS 3CLpro inh,Vc quorum ag,PfHsp40 rescue,BoNT-A LC inh2,PrPC surface inh,Y pestis TopoI,PriA SSB inh
CCCCCOc1ccc(C2C(C(=O)c3ccc(C)o3)=C(O)C(=O)N2c2cc(C)on2)cc1 (stereo unspecified),-2,1.3,8,-0.5,-0.7,0.6,3,88*,-12
O=C(CCCN1C(=O)/C(=C/c2ccccc2)SC1=S)Nc1cccc(O)c1,-2,0.2,0,-0.5,-0.1,-0.2,6,-2,17
OCCSc1nncn1/N=C/c1c[nH]c2ccccc12,0,nt,5,-3.4,-1.8,-0.1,-9,-8,nt
Cc1ccc(S(=O)(=O)N2CCOCC2)cc1NC(=O)CSc1nc2ccccc2c(=O)n1Cc1ccccc1,-4,5.4,8,-0.6,-1.8,-0.6,-8,28,1
CC1Sc2ccc(S(=O)(=O)NCCc3ccc(Cl)cc3)cc2NC1=O (stereo unspecified),2,-1.8,2,-0.8,2.7,1.3,-2,22,-8
O=C(C1CCCN(S(=O)(=O)c2ccc(F)cc2)C1)N1CCCCC1 (stereo unspecified),-3,1.0,-2,4.2,0.5,-0.8,9,-11,-12
CC(C)(C)S(=O)(=O)N1Cc2ccc(CO)cc2[C@@H]1CCO,5,0.7,nt,-3.9,-0.2,-0.3,3,-3,3
CCC(C(=O)NCc1cccc(C)c1)n1nc(C)c2c(C)n(-c3ccccc3)nc2c1=O (stereo unspecified),1,1.6,2,-0.3,0.7,1.7,-1,27,2
COc1cccc(/C=N/Nc2ncnc3c2[nH]c2ccc(C)cc23)c1OC,0,0.7,1,-0.4,-0.5,0.0,7,2,nt
CCOC(=O)c1c(NC(=O)/C=C/C(=O)O)sc(C)c1-c1ccc(C(C)(C)C)cc1,-2,-1.8,6,-0.3,-0.3,0.0,24,32,7

# Continued; it opens with the 4 that closed the last part.
SMILES,Anthrax LF inh2,TcdB inh,SARS 3CLpro inh,Vc quorum ag,PfHsp40 rescue,BoNT-A LC inh2,PrPC surface inh,Y pestis TopoI,PriA SSB inh
CC(C)(C)S(=O)(=O)N1Cc2ccc(CO)cc2[C@@H]1CCO,5,0.7,nt,-3.9,-0.2,-0.3,3,-3,3
CCC(C(=O)NCc1cccc(C)c1)n1nc(C)c2c(C)n(-c3ccccc3)nc2c1=O (stereo unspecified),1,1.6,2,-0.3,0.7,1.7,-1,27,2
COc1cccc(/C=N/Nc2ncnc3c2[nH]c2ccc(C)cc23)c1OC,0,0.7,1,-0.4,-0.5,0.0,7,2,nt
CCOC(=O)c1c(NC(=O)/C=C/C(=O)O)sc(C)c1-c1ccc(C(C)(C)C)cc1,-2,-1.8,6,-0.3,-0.3,0.0,24,32,7
Cc1ccccc1-n1c(=S)[nH]c2nc3c(cc2c1=O)COC(C)(C)C3,-3,1.2,6,-2.1,-0.2,-1.1,8,-3,5
CN(C)CCCN(C(=O)c1cc(-c2cccs2)nc2ccccc12)c1nc2c(F)cccc2s1,-7,3.3,1,i,0.4,-4.6,-11,-5,52*!
Cc1c(NC(=S)Nc2ccc(Cl)cc2)c(=O)n(-c2ccccc2)n1C,-4,0.8,-4,i,-0.9,-1.3,-4,-7,-8
COc1cc(-c2cc3nc(NCc4cccc(Cl)c4)ccn3n2)cc(OC)c1OC,-8,-3.6,nt,i,nt,-0.2,21,16,nt
C/C(N)=C(/C#N)C(=O)COC(=O)COc1ccc(Cl)cc1C,-3,nt,-1,3.0,0.0,-0.5,6,10,2
COc1ccc(Cc2nn3c(-c4ccccc4OC)nnc3s2)cc1,11,nt,-4,-0.3,0.5,0.4,0,23,7
Cc1oc(S(=O)(=O)N2CCCCC2)cc1NC(=O)Nc1ccccc1,-6,0.0,0,-0.5,-0.2,-0.6,-4,-1,-7
O=C(CNCC1CCCO1)Nc1ccccc1N1CCOCC1 (stereo unspecified),0,nt,2,-0.2,0.0,1.1,-2,5,2
COc1cccc(NC(=O)c2ccccc2)c1,3,0.4,nt,-0.3,-1.3,0.0,6,-11,-14
COC(=O)c1ccc(OCC(O)CN2CCN(C(=O)c3ccco3)CC2)cc1 (stereo unspecified),-2,-3.8,-2,0.0,-1.3,-1.4,2,-2,-7
O=C(CC1C(=O)NCCN1Cc1cccc(Oc2ccccc2)c1)NCCc1cscn1 (stereo unspecified),-1,1.0,4,-0.2,0.6,1.0,1,19,9

# Assay outcomes (PubChem BioAssay)
